EBV LMP1 NFkB: Epstein-Barr LMP1 NF-kappaB reporter inhibition; AID 504558; actives 0.69% (n = 350,000); LMP1-induced NF-kappaB luciferase reporter cells, luminescence; inhibition, % at 12.5 µM; in the data active means inhibition above about 41%;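 further: 0% = neutral control wells and 100% = reference inhibitor control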
Shn3 3UTR inh: inhibitors of Schnurri-3 3'UTR reporter in osteoblasts | AID 588674 | Clone20 osteoblast Shn3 3'UTR firefly luciferase, 24 h | actives 0.52% (n = 360,000) | inhibition, % at 12.5 µM;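 active means mean inhibition of at least 75% with every replicate also reaching 75%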;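 further: 0% = median of neutral control wells and 100% = pilot-screen positive control compound; some compounds past the cut are filed as inactive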
NR2E3 ag-1: agonists of human nuclear receptor NR2E3 | GST-NR2E3/biotin-RetCOR TR-FRET, 1536-well | inhibition of corepressor binding, % at 4.78 µM | actives 0.12% (n = 320,000) | AID 2300;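 active means percent inhibition above the cutoff of mean plus 3 SD of all tested compounds, set per screening campaign, cut at about 20% in these data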;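 further: 0% = DMSO wells and 100% = biotin wells as full block of FRET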
Target sequence (Q9Y5X4 whole entry, looked up): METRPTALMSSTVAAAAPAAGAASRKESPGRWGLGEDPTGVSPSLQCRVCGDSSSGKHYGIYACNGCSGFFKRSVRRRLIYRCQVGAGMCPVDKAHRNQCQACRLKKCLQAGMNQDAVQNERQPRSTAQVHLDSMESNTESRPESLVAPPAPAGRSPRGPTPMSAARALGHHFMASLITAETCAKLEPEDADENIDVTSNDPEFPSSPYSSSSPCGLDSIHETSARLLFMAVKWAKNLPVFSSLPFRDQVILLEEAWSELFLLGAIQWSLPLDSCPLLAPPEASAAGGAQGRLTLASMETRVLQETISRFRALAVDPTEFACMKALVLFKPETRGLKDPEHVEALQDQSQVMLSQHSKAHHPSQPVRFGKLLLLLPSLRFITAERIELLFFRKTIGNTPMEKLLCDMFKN
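Test system: GST-NR2E3 and biotin-RetCOR proteins | Quantity: 1.35 nM GST-tagged NR2E3 final | Medium: Tris pH 7.5 | Also added: 7 nM biotin-RetCOR | Dosing: Compound at 4.8 µM, single dose | Timing: 5 h at 4 °C | Detection: Time-resolved FRET | Read-out basis: Percent inhibition | Benchmarks: Biotin wells as high control, 0.6% DMSO wells as low control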
CF NFkB inh: inhibitors of cystic fibrosis induced NF-kB; inhibition, % at 5 µM; KKLEB NF-kB-GFP reporter, PAF-induced, GFP fluorescence overnight; actives 0.86% (n = 360,000);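 active means at least 50% inhibition at 5 µM, scaled per plate between neutral and stimulator controls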;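 further: PAF is a Pseudomonas aeruginosa culture filtrate used as stimulus; plate controls were PAF-stimulated DMSO wells for no effect and unstimulated DMSO wells for full effect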
HIF-2a block: HIF-2a inhibition; 786-0 RCC cells HIF-2a reporter, luciferase luminescence, overnight; AID 624352; inhibition, % at 18.8 µM; actives 0.72% (n = 360,000);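 active means inhibition of the luminescence signal of 40% or more relative to plate controls, in a single-dose primary screen at 18.75 µM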
NR2E3 ag-2: agonists of human NR2E3 nuclear receptor. actives 0.35% (n = 360,000). inhibition of corepressor binding, % at 3.98 µM. AID 602229. CHO-S Gal4-NCOR/VP16-NR2E3 two-hybrid, luciferase;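 active means inhibition above the mean of all tested compounds plus 3 SD, cut at about 70% in these data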;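 further: 0% = DMSO with NR2E3 transfected cells and 100% = cells lacking NR2E3 construct; higher means lower luciferase signal from less NR2E3 corepressor binding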
MITF TRPM1 inh: inhibitors of MITF-driven TRPM1 promoter in melanoma cells. SK-MEL-5 TRPM1 promoter luciferase, 24 h. inhibition, % at 12.5 µM. actives 0.83% (n = 330,000). AID 488899;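 active means mean inhibition across replicates of 60% or more, whatever share of single replicates reaches that level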; further: values of inactives mirror those of a sister screen read the other way
KKLEB cytotox: counter-screen for CF NF-kB inhibitors: cytotoxicity. KKLEB CF airway cells viability, ATPlite luminescence, overnight; stronger effect = lower value; cells stimulated with P. aeruginosa culture filtrate. activity change (cytotoxicity), % at 5 µM. actives 0.36% (n = 360,000);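 active means corrected activity change at or below -50% at 5 µM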
C8 TRAIL sens: caspase-8 TRAIL sensitization. NB7+C8 cells + TRAIL, ATPlite viability luminescence. actives 1% (n = 360,000). AID 624354. inhibition (viability loss, TRAIL sensitization), % at 10 µM;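 active means compounds causing at least 50% loss of cell viability in the single-dose screen, relative to plate controls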
Peg3 prom inh: reduces Peg3 promoter-driven luciferase expression in HeLa; HeLa PEG-Prom luciferase reporter, luminescence, overnight; inhibition, % at 20 µM; actives 1.7% (n = 360,000); AID 588405;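 active means inhibition of at least 50% at 20 µM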
hiPSC survival: increases survival of single human iPS cells; survival enhancement, % at 20 µM; hiPSC single-cell survival, ATPlite luminescence; 100% = ROCK inhibitor wells, 0% = DMSO; AID 602274; actives 0.044% (n = 360,000); in the data active means survival enhancement above about 18%;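 further: cells exposed to compounds for 16 hours before the ATP read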
Numbers without * were called inactive; nt = not tested or not shown.

SMILES	EBV LMP1 NFkB	Shn3 3UTR inh	NR2E3 ag-1	CF NFkB inh	HIF-2a block	NR2E3 ag-2	MITF TRPM1 inh	KKLEB cytotox	C8 TRAIL sens	Peg3 prom inh	hiPSC survival
CCCCC1(CC)SCC(=O)NC1=O (configuration not stated)	9	18	nt	-14	1	-28	-8	-4	2	-5	-1.8
C[C@@H](CSc1ccccc1)CN1CC[C@H](C(C)(C)C)CCC1=O	5	-30	2	24	10	-49	-5	-4	10	-3	-0.8
CN1CCN(c2nc(-c3ccccc3O)nc3ccccc23)CC1	-2	-24	4	-12	14	13	-5	3	11	26	-0.5
O=C(COC(=O)CNC(=O)c1cccc(F)c1)NCCC1=CCCCC1	-2	0	-3	-10	15	-16	-12	6	0	0	4.5
C[C@@H]1O[C@@H](OC[C@H]2O[C@@H](Oc3c(-c4ccc(O)c(O)c4)oc4cc(O)cc(O)c4c3=O)[C@H](O)[C@@H](O)[C@@H]2O)[C@H](O)[C@H](O)[C@H]1O	16	11	1	-2	3	-20	11	-8	-11	-10	-1.1
O=C(O)C/C(=C\c1cc(Cl)c2c(c1)OCO2)c1nc2ccccc2s1	-4	-16	3	-4	-15	-17	4	7	-20	-7	-0.2
COc1ccccc1-c1nnc(SC(C)C(=O)NCC2CCCO2)n1C (configuration not stated)	-8	1	nt	-19	16	5	11	-14	-2	11	0.3
O=S(=O)(/N=C(/c1ccccc1)N1CCOCC1)c1ccc(F)cc1F	-7	-11	nt	8	0	-18	nt	4	7	0	-0.3
O=S(=O)(NCc1ccccc1)c1ccccc1NCCc1ccccc1	1	3	nt	-20	-10	-6	7	8	-3	1	-0.1
COc1cccc(CN2CCC2(C)C(=O)Nc2cccc(NS(C)(=O)=O)c2)c1OC (configuration not stated)	nt	-10	nt	18	5	7	nt	6	21	18	3.9
CC(OC(=O)c1ccccn1)C(=O)Nc1nc(-c2ccc(F)c(F)c2)cs1 (configuration not stated)	-9	-34	nt	-11	-223	-82	-69	-3	3	-286	-0.4
CC(C)C[C@H](NC(=O)N1CCN(c2ccccc2)CC1)C(=O)O	-24	-54	6	1	4	-23	11	-12	-24	15	0.7
C=CCn1c(SCc2cccnc2)nnc1-c1ccncc1	-1	1	0	-2	6	-10	9	-12	-10	8	-0.7
O=C(CSc1ncccn1)Nn1cnnc1	-5	-2	3	0	6	-9	-11	-4	-17	6	-0.8
O=C(NCCc1ccccc1Cl)c1cc(COc2ccc(F)cc2F)on1	7	-2	1	0	-16	-27	-2	-1	-7	-9	0.2

Reformatted with two lines to a compound: 2 of the compounds above.
Order of results: EBV LMP1 NFkB | Shn3 3UTR inh | NR2E3 ag-1 | CF NFkB inh | HIF-2a block | NR2E3 ag-2 | MITF TRPM1 inh | KKLEB cytotox | C8 TRAIL sens | Peg3 prom inh | hiPSC survival
COc1cccc(CN2CCC2(C)C(=O)Nc2cccc(NS(C)(=O)=O)c2)c1OC (configuration not stated)
    nt | -10 | nt | 18 | 5 | 7 | nt | 6 | 21 | 18 | 3.9
CCCCC1(CC)SCC(=O)NC1=O (configuration not stated)
    9 | 18 | nt | -14 | 1 | -28 | -8 | -4 | 2 | -5 | -1.8

(list continues)
SMILES	EBV LMP1 NFkB	Shn3 3UTR inh	NR2E3 ag-1	CF NFkB inh	HIF-2a block	NR2E3 ag-2	MITF TRPM1 inh	KKLEB cytotox	C8 TRAIL sens	Peg3 prom inh	hiPSC survival
O=C(Nc1ccc(Br)cc1F)c1ccc2c(c1)OCCO2	0	-36	4	-3	-67	-190	-31	-13	54*	-124	-0.5
N=c1oc2ccccc2cc1C(=O)Nc1ccccc1	10	-123	1	4	-186	-54	16	-1	41	-40	-0.7
COC(=O)c1cc(C(=O)NC(C)(C)CC(C)(C)C)cc([N+](=O)[O-])c1	-1	10	1	-6	7	-14	-6	-6	0	20	1.0
O=C1C2C3C=CC(C4CC34)C2C(=O)N1/N=C/c1ccc([N+](=O)[O-])s1 (configuration not stated)	-13	2	0	-5	-150	0	-21	-16	-12	-116	1.2
C/C(N)=C(/C#N)C(=O)COC(=O)CCS(=O)(=O)c1ccccc1	3	-4	2	1	4	-7	3	-6	-11	11	0.1
CCOC(=O)c1[nH]c(C)c(C(=O)NCCC2=CCCCC2)c1C	-18	-94	2	11	-203	-87	-64	-1	13	-152	2.2
O=C(Nc1ccccc1)Nc1nnc(-c2ccccc2)o1	-3	-10	4	1	-85	-6	-10	-3	7	-60	1.0
O=C(Nc1ccc([N+](=O)[O-])cc1Br)c1cccnc1	-1	0	-2	-19	6	-28	1	-6	-6	-5	1.5
O=C(N/N=C/c1ccco1)c1cc(=O)[nH]c2ccccc12	-9	3	-5	8	8	-24	-3	11	1	7	0.5
CC(C)c1nc2oc3c(=O)[nH]cnc3c2c2c1COC(C)(C)C2	-2	17	4	17	17	-2	-1	3	-16	12	0.4
CC(C)NC1CS(=O)(=O)CC1O (configuration not stated)	-5	9	-4	-12	-2	4	1	-2	-10	-34	1.0
CCOC(=O)C1CCCN(C(=O)/C=C/c2ccccc2[N+](=O)[O-])C1 (configuration not stated)	-9	6	-2	17	-2	-14	7	-2	15	3	0.6
CCOC(=O)CN1C(=O)N[C@@H](c2cccs2)C(C(C)=O)=C1C	-5	-16	1	-10	11	8	3	13	2	4	2.5
COc1ccc(C(CNC(=O)c2ccc(S(=O)(=O)N3CC(C)CC(C)C3)cc2)N(C)C)cc1 (configuration not stated)	-3	9	nt	19	-1	29	54	-17	-7	71*	-2.3
COc1ccc(Cl)cc1NC(=O)CS(=O)(=O)c1cccc2nsnc12	-6	19	4	-12	9	-40	4	-1	2	15	0.6

9 compounds out of the list, ordered by count of non-hydrogen atoms, descending:
SMILES	EBV LMP1 NFkB	Shn3 3UTR inh	NR2E3 ag-1	CF NFkB inh	HIF-2a block	NR2E3 ag-2	MITF TRPM1 inh	KKLEB cytotox	C8 TRAIL sens	Peg3 prom inh	hiPSC survival
COc1ccc(C(CNC(=O)c2ccc(S(=O)(=O)N3CC(C)CC(C)C3)cc2)N(C)C)cc1 (configuration not stated)	-3	9	nt	19	-1	29	54	-17	-7	71*	-2.3
COc1ccc(Cl)cc1NC(=O)CS(=O)(=O)c1cccc2nsnc12	-6	19	4	-12	9	-40	4	-1	2	15	0.6
CCOC(=O)C1CCCN(C(=O)/C=C/c2ccccc2[N+](=O)[O-])C1 (configuration not stated)	-9	6	-2	17	-2	-14	7	-2	15	3	0.6
CCOC(=O)c1[nH]c(C)c(C(=O)NCCC2=CCCCC2)c1C	-18	-94	2	11	-203	-87	-64	-1	13	-152	2.2
CCOC(=O)CN1C(=O)N[C@@H](c2cccs2)C(C(C)=O)=C1C	-5	-16	1	-10	11	8	3	13	2	4	2.5
O=C(N/N=C/c1ccco1)c1cc(=O)[nH]c2ccccc12	-9	3	-5	8	8	-24	-3	11	1	7	0.5
N=c1oc2ccccc2cc1C(=O)Nc1ccccc1	10	-123	1	4	-186	-54	16	-1	41	-40	-0.7
O=C(Nc1ccc([N+](=O)[O-])cc1Br)c1cccnc1	-1	0	-2	-19	6	-28	1	-6	-6	-5	1.5
CC(C)NC1CS(=O)(=O)CC1O (configuration not stated)	-5	9	-4	-12	-2	4	1	-2	-10	-34	1.0

Other compounds follow:
SMILES	EBV LMP1 NFkB	Shn3 3UTR inh	NR2E3 ag-1	CF NFkB inh	HIF-2a block	NR2E3 ag-2	MITF TRPM1 inh	KKLEB cytotox	C8 TRAIL sens	Peg3 prom inh	hiPSC survival
O=C(Cn1nc(C(=O)O)c2ccccc2c1=O)NCCC1=CCCCC1	0	-7	-1	0	23	28	8	5	-7	9	-3.2
COc1ccc(-c2cc(C3CCN(C(=O)OC(C)(C)C)CC3)[nH]n2)cc1	11	17	0	14	-47	3	-9	6	2	-20	0.8
O=c1[nH]c(/C=C/c2cccc(Br)c2)nc2ccccc12	-31	-72	-1	20	-141	-7	-32	-11	32	-152	1.4
O=C1CC[C@@H](OCc2ccccc2)CCN1CC[C@H](Sc1ccccc1)c1ccccc1	1	23	-1	20	-30	-18	-24	-19	2	-7	-1.8
Cc1cccc(C(O)C(O)c2cccc(C)n2)n1 (configuration not stated)	-10	-9	nt	16	-4	-48	8	6	6	-2	0.0
Cc1ccccc1NC(=O)c1cc([N+](=O)[O-])ccc1NCCN1C(=O)CCC1=O	-8	1	0	0	22	-11	-11	2	-10	18	-0.4
COc1ccc(OC)c(/C(O)=C/C(=O)C(=O)Nc2ccccc2OC)c1	-5	-10	0	-2	23	-11	2	11	12	3	-1.8
ON=C1CCCC2CCCCC12 (configuration not stated)	-2	-2	nt	2	12	-19	4	9	-15	0	0.6
O=C(CCCCn1c(=O)[nH]c2ccccc2c1=O)NCCc1c[nH]c2ccccc12	-3	10	0	8	14	-20	15	-13	-3	-16	3.9
CC(=O)OCc1cc2cccc(C)c2[nH]c1=O	-2	-3	-2	-16	6	-11	11	9	4	-5	-0.7
Cc1ccc(C(=O)Nc2cccc3cccnc23)cc1C	-21	-114	-2	-2	-237	-79	-26	4	-2	-186	0.8
CC(=O)Nc1ccc(C(=O)Nc2nnc(CCc3ccccc3)s2)cc1	2	2	1	6	15	-3	-17	0	-9	4	0.7
O=C1OCCN1C(=O)[C@H]1[C@H](c2ccc([N+](=O)[O-])cc2)C(c2cccc(Cl)c2)=NN1c1ccccc1	3	-10	4	16	16	-25	-7	-15	-4	20	0.6
Cc1ccc(S(=O)(=O)NCC(=O)OCc2cc(=O)oc3cc(C)ccc23)cc1	-5	-6	4	-14	-14	-17	-2	7	4	-6	5.4
O=C(c1ccco1)N1CCN(C(=O)c2cn(-c3ccccc3)nc2-c2ccc(F)cc2)CC1	-22	-25	nt	13	-112	-21	-15	4	19	-78	-0.5
Cc1ccc2cc(/C=N/NC(=O)[C@@H]3CCCN3)c(Cl)nc2c1	-12	-47	3	-32	-110	-25	-45	7	-10	-46	-0.1
O=C(Nc1ccccn1)c1cccc(S(=O)(=O)N2CCCC2)c1	2	7	0	1	-7	-2	13	-11	-7	-3	-0.4
Cc1ccc(O)c(NC(=S)NC(=O)/C=C/c2ccco2)c1	-10	-51	2	12	-205	-40	-27	-24	3	-134	0.8
O=C(CSc1ncn[nH]1)Nc1c(F)cc(F)cc1Br	7	1	4	4	4	-9	-27	-1	-8	21	1.1
CCCCN1C(=O)/C(=C2/Sc3ccc(OC)cc3N2CC)SC1=S	4	14	0	-19	0	-7	5	0	-13	14	-0.3
CCOc1c2ccc(C(=O)NCc3ccco3)cc2nn1CCOC	1	-4	3	-22	5	11	4	9	-19	-6	-2.7
Cc1cccc(CNS(=O)(=O)c2ccc(-c3cnc(C4CC4)o3)cc2)c1	10	0	1	27	2	40	3	-12	-5	26	-0.2

A portion of the library; rates above refer to the full screens.
